# From PubChem BioAssay
# ALOX15 inhib: 15-hLO (ALOX15) enzyme inhibition; P16050; purified 15hLO-1, xylenol orange hydroperoxide absorbance; Potency, µM (series often up to 57.1 µM), inactives show at the highest dose activity change, negative = inhibition, usual class: inhibitors; hit rate 1.4% among 74,000; AID 887; further: potency means the concentration at half of the fitted maximal effect; on the % scale 0 is the no-effect control and ±100 the full control effect; nearly all actives have a fitted effect of over 55% in size
#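 Compounds were preincubated 15 min at room temperature with 40 nM purified human enzyme (25 mM Hepes pH 7.5, 0.01% Triton X-100); 50 uM arachidonic acid reacted 6 min. Fe-xylenol orange detection, 30 min, absorbance ratio 573/405 nm.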
# HBB splice mod: alters splicing of the hemoglobin beta chain; HBB splicing reporter cell assay, activation; EGFP reporter with mutant IVS2-654 intron; response scale: normalised to 500 nM splice-correcting PNA; Potency, µM (titrated, usually from 46.1 µM), inactives show at the highest dose activation, hits mostly activators; hit rate 0.06% among 65,000; further: potency means the concentration at half of the fitted maximal effect; 0% is about no effect
#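 Compounds were applied for 2 days to HeLa EGFP-654 cells, 500/well in Optimem with 2% FCS. The reporter's EGFP is disrupted by mis-splicing of beta-globin intron IVS2-654. Readout: summed well GFP fluorescence from 488 nm laser scanning; reference was 500 nM antisense […] 654 PNA.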
# DNA Pol III inh: DNA polymerase III holoenzyme inhibition; Potency, µM (highest dose often 57.1 µM), for the others: at the highest dose activity change, negative = inhibition; reconstituted DNA polymerase III holoenzyme replication, biochemical; hit rate 0.25% among 71,000; further: potency means the concentration at half of the fitted maximal effect; on the % scale 0 is the no-effect control and ±100 the full control effect
#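 Reconstituted *E. coli* holoenzyme (0.35 nM Pol III, 1 nM beta, 154 nM SSB, 2 nM primase) was preincubated with compound for 15 min at RT. Synthesis on 1.4 nM ssM13Gori ran 35 min, then was stopped with PicoGreen/EDTA and read as dsDNA fluorescence.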
# Hsp90 Hop PPI: changes Hsp90-Hop TPR2A binding signal, up or down | AlphaScreen TPR2A-His6 binding biotin-Hsp90 C-terminal peptide | Potency, µM (titrated, usually from 57 µM), for inactives: at the top dose activity change, negative = inhibition | hit rate 0.44% among 71,000 | AID 595; active means well fitted curve in either direction with a large enough effect; inconclusive means small, poorly fitted or top-dose-only effect, or another doubt; further: potency means the concentration at half of the fitted maximal effect; on the % scale 0 is the no-effect control and ±100 the full control effect; many of its hits are not listed in these tables
# Epigenetic mod: epigenetic GFP locus derepression in mouse cells. AID 597. Potency, µM (series often up to 46.1 µM), without a hit: at the top dose GFP derepression (activation). mouse C127i GFP locus derepression, cytometry, 30 h. hit rate 0.09% among 68,000; further: % of control where 0% means no effect
#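 Read-out is the number of GFP-positive cells, scored as fluorescent objects 20 to 120 um wide, reflecting derepression of a silenced CMV-GFP reporter in murine C127i cells after 30 h compound exposure at 37 C.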
# Tau fil binding: binds recombinant human tau filaments. P10636. AID 596. hit rate 2% among 71,000. recombinant tau filaments, thioflavin S fluorescence, 15 h; filaments grown with octadecylsulfate alongside compound. Potency, µM (top dose mostly 57.1 µM), for inactives: top-dose activity change, negative = inhibition;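 further: potency means the concentration at half of the fitted maximal effect; on the % scale 0 is the no-effect control and ±100 the full control effect; actives lower thioflavin S fluorescence by blocking filaments or displacing dye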
# Target sequence (P10636 whole entry, looked up): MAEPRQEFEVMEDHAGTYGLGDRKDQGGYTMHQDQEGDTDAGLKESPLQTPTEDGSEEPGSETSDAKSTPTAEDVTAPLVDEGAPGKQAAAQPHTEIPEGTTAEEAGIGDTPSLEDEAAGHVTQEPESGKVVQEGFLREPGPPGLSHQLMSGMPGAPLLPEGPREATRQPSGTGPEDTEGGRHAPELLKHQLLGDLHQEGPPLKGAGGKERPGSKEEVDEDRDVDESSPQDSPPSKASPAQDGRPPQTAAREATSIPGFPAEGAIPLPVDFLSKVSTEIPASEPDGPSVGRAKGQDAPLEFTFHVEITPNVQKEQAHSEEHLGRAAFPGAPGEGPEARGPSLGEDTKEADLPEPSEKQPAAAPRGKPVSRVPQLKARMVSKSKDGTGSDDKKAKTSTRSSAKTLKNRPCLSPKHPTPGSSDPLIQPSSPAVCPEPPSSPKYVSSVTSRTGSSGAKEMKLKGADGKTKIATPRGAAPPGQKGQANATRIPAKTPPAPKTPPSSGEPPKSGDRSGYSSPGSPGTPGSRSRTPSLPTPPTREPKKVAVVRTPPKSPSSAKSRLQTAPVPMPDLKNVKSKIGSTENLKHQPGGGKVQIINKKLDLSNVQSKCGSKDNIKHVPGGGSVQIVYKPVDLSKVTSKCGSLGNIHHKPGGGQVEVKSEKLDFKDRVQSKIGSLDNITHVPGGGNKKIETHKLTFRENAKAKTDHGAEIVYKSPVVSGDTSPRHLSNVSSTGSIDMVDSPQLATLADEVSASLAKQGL
#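 Assay mix: 1 uM His-tagged tau, 30 uM sodium octadecylsulfate, thioflavine S dye in HEPES/NaCl/DTT buffer. Compound is added prior to the inducer. Fluorescence after 15 h at 37 C.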
# CRE Fsk mod: alters forskolin-stimulated CRE reporter signaling in CHO cells | Potency, µM (series often up to 38.2 µM), for inactives: at the highest dose activity change, negative = inhibition, actives largely listed as activators | CHO CRE-bla reporter (cAMP response element driving beta-lactamase), forskolin EC10, beta-lactamase ratio | hit rate 2.5% among 71,000; active means well fitted activation curve with a large enough effect in the signal ratio, with a control signal flat, not every such curve was filed as active; inconclusive means small, poorly fitted or top-dose-only effect, or effect the other way, or a change in a side signal; the % refers to the signal ratio; further: potency means the concentration at half of the fitted maximal effect; % of control where 0% means no effect
#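 CHO CRE-bla cells, overnight plating in Opti-MEM with 0.5% dialyzed FBS; cpd titration + EC10 NKH 477, 3 h 37 °C; CCF4 2 h RT; ex 405/em 460 vs 530 ratio → %Activity, AC50.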
# HADH2 inh: inhibitors of human HADH2 dehydrogenase | hit rate 3.4% among 73,000 | Potency, µM (top dose mostly 57.1 µM), for inactives: at the highest dose activity change, negative = inhibition, hits mostly inhibitors | AID 886 | recombinant HADH2, NADH fluorescence, beta-hydroxybutyryl-CoA; further: potency means the concentration at half of the fitted maximal effect; on the % scale 0 is the no-effect control and ±100 the full control effect; nearly all actives have a fitted effect of over 60% in size; many of its hits are not listed in these tables
# Target sequence (Q99714 whole entry, looked up, one chain of several): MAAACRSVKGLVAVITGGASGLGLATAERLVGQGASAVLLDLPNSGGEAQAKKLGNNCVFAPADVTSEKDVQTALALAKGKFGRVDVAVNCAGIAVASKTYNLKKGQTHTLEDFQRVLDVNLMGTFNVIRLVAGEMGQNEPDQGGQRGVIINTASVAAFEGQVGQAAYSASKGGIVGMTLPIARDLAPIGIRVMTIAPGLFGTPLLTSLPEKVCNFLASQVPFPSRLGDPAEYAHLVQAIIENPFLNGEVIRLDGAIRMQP
#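 20 nM HADH2 + cpd, 15 min RT; add 1 mM NAD+/90 uM beta-hydroxybutyryl-CoA; kinetic fluorescence 360/450 nm, 4 min. Tris-HCl pH 9.0, 0.01% Tween-20.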
# ERK AVP block: blocks ERK signaling stimulated by vasopressin | hit rate 0.99% among 72,000 | AID 995 | Potency, µM (series often up to 57.5 µM), for inactives: top-dose activity, negative = inhibition, actives largely listed as inhibitors | HEK293-V1b, vasopressin-stimulated pERK AlphaScreen; further: potency means the concentration at half of the fitted maximal effect; on the % scale 0 is the no-effect control and ±100 the full control effect; nearly all actives have a fitted effect of over 55% in size
#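 Phosphorylated ERK1/2 detected via AlphaScreen bead proximity in lysates of V1b-expressing HEK293 cells given 25 nM vasopressin for 5 min after 30 min compound exposure (37 °C). AC50 from Hill equation; basal DMSO 0%, vasopressin 100%.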
# UbGFP stabilizer: proteasome inhibitors stabilizing ubiquitin-GFP reporter; Ubiquitin-GFP reporter cells, proteasome inhibition, GFP fluorescence; response scale: untreated = 0%, 10 µM MG-132 = 100%; AID 526; Potency, µM (series often up to 45.9 µM), for inactives: at the highest dose activation (GFP accumulation), most hits filed as activators; 67,000 tested, under 10 active; active means well fitted activation curve with a large enough effect, not every such curve was filed as active; inconclusive means small, poorly fitted or top-dose-only effect, or another doubt; inactive means no such curve, though single readings can be large or run the other way; further: potency means the concentration at half of the fitted maximal effect
#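 Reporter cells (U2OS, ubiquitin-G76V-GFP fusion) are plated overnight, then treated 4 hr at 37 °C with compound titrations from 46 uM down to 2.9 nM. Activity is scaled against untreated cells and 10 uM MG-132.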
# Luciferase inh: blocks Photinus pyralis firefly luciferase activity. P08659. purified firefly luciferase, luminescence, 8 min. Potency, µM (series often up to 57.1 µM), for the others: at the highest dose activity change, negative = inhibition, hits mostly inhibitors. hit rate 2.2% among 72,000. AID 411; further: potency means the concentration at half of the fitted maximal effect; on the % scale 0 is the no-effect control and ±100 the full control effect; nearly all actives have a fitted effect of over 40% in size
#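 Inhibition of light generation by firefly luciferase from ATP and luciferin was profiled with concentration-response curves per sample, ATP held at 10 uM within the enzyme's linear range. Plates were read by luminescence after an 8-minute ambient incubation.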
# The depositor's hits bear a star; u = inconclusive; x = not tested or not shown; [ ] = remark or other dose. Unless noted, the call rests on the fitted dose curve; in most records, active means well fitted curve in the direction sought with a large enough effect; inconclusive means small, poorly fitted or top-dose-only effect, or another doubt; inactive means no such curve, though single readings can be large; an effect the other way counts as inactive or inconclusive. An excerpt (hit frequency here may not be typical).
SMILES,ALOX15 inhib,HBB splice mod,DNA Pol III inh,Hsp90 Hop PPI,Epigenetic mod,Tau fil binding,CRE Fsk mod,HADH2 inh,ERK AVP block,UbGFP stabilizer,Luciferase inh
CCS(=O)(=O)C(=C1NCCO1)S(=O)(=O)CC,8%,-1.5%,1%,-1%,3%,-9%,-7%,-4%,13%,0%,2%
O=C1CC(c2ccco2)Cc2nc(N3CCN(Cc4ccc5c(c4)OCO5)CC3)ncc21 (centres undefined),-5%,5.8%[1.84 µM],0%,-6%,0%,37%,-2%,-22%,-18%,17%,2%
O=C(Cn1ncc2c1-c1ccccc1OC2)Nc1ccc(S(=O)(=O)N2CCCCC2)cc1,-9%,-0.8%,-3%,-12%,-2%,141%,4%,-7%,-10%,3%,2%
O=C(Cn1cnc2c(cnn2-c2ccc(F)cc2)c1=O)NCCc1ccccc1,6%,-0.8%,-7%,-1%,x,26%,-4%,7%,x,4%,2%
CCC(C)n1c(-c2cccs2)nc2nc3ccccc3nc21 (centres undefined),-12%,0.2%[0.369 µM],4%,11%,0%,13µM*,10µM*,32µM*,-1%,x,-3%
COc1cc(C(=O)NCCc2ccc3c(c2)OCCO3)ccc1OCC(=O)N1CCOCC1,0%,0.6%,-5%,-4%,3%,-16%,-12%,11%,11%,0%,-44%
O=C(Cc1ccc(F)cc1)N(c1ccccc1)C1C=CS(=O)(=O)C1 (centres undefined),0%,0.5%,-4%,-2%,-1%,5%,u,-1%,10%,24%,1%
CN1CC(=O)N(C)c2ncn(Cc3ccccc3)c2C1=O,7%,0.6%,-7%,u,3%,4%,-13%,12%,16%,10%,2%
CCOC(=O)c1[nH]c(C)c(C(=O)NCc2ccc(Cl)cc2)c1C,-13%,-1.3%,1%,-2%,-1%,20%,18%,1%,-2%,1%,-2%
CCOC(=O)/C(N=O)=C(\O)C1CCN(C(=O)OCC)CC1,3%,0.0%,-1%,-4%,-3%,10%,u,-12%,21%,-7%,3%
Cc1nc2ccccn2c1/C(O)=C1\C(=O)C(=O)N(CCN(C)C)C1c1cccnc1 (centres undefined),4%,-1.7%,-8%,-3%,-3%,3%,21%,-12%,8%,27%,0%
CCN1C(=O)c2cccc3c(NC(=O)c4ccc(S(=O)(=O)N(C)C)cc4)ccc1c23,-8%[11.4 µM],-2.2%[0.0738 µM],-3%[11.4 µM],-1%[11 µM],-3%,-20%[11.4 µM],u,-4%[11.4 µM],-14%,-15%[9.17 µM],1%
CCOC(=O)c1cc(C#N)c(NCc2ccccc2)nc1C,-1%,1.8%[1.84 µM],5%,-1%,-2%,60%,u,-12%,19%,-5%,0%
COc1ccccc1-n1cnc(N)c1C(=O)c1ccccc1,10%,2.0%[0.369 µM],-3%,-3%,11%,-15%,-2%,-5%,-1%,x,-2%
COC(=O)C(NC(=O)c1ccccc1)=C1C=C(C)OC(C)=C1,0%,0.1%,-9%,-5%,2%,7%,1%,-8%,-18%,-13%,-1%
COc1ccc(-c2cc(C(=O)NC(C)C)no2)cc1,0%,-0.6%,-7%,1%,0%,6%,8%,6%,34%,16%,-27%
O=C(c1ccco1)N(CCCN1CCOCC1)c1nc(-c2ccc(F)cc2)cs1,-25%,x,0%,-10%,0%,38%,9%,-5%,u,6%,4%
NCC[C@H](O)C(=O)N[C@H]1C[C@@H](N)[C@@H](O[C@H]2O[C@@H](CN)[C@@H](O)[C@@H](O)[C@@H]2O)[C@@H](O)[C@@H]1O[C@H]1O[C@@H](CO)[C@@H](O)[C@@H](N)[C@@H]1O,61%[activator][25.6 µM],-0.5%[20.6 µM],-4%[25.6 µM],2%[26 µM],0%[20.6 µM],5%[25.6 µM],2%[17.1 µM],4%[25.6 µM],5%[25.7 µM],-4%[20.5 µM],4%[25.5 µM]
COc1ccc2cc3cc(C(=O)NCCCN4CCOCC4)oc3nc2c1,3%,0.1%,-7%,2%,-1%,3%,u,3.2µM*,-1%,-9%,2%
NC(=O)c1nc(N2CCOCC2)nc(N2CCOCC2)n1,5%,1.1%,1%,-5%,-2%,-3%,0%,-1%,9%,14%,0%
O=C(Nc1ccc2ccccc2c1)c1cnccn1,-13%,0.5%,0%,-7%,3%,25µM*,-13%,-5%,-16%,0%,7.9µM*
CCCN(CCC)Cc1c(C(=O)OCC)nnn1-c1nonc1N,-16%,0.1%,-4%,4%,2%,5%,3%,0%,36%[activator],-4%,0%
O=C(NCCc1ccc2c(c1)OCO2)C1CCN(S(=O)(=O)c2ccc(Cl)cc2)CC1,0%,-6.0%,-9%,0%,-1%,-11%,u,5%,19%,-2%,4%
CCOc1ccc(-c2cn(CCC#N)cn2)cc1,1%,-1.9%,-1%,-4%,0%,131%,-7%,2%,9%,25%,-12%
C=CCOc1ccc(C2N3CC4(CC)CN2CC(CC)(C3)C4=O)cc1 (centres undefined),-1%,-1.4%,-3%,6%,0%,3%,5%,6%,23%,-5%,-25%
CSc1nnc2c(n1)OC(C1CC=C(C)CC1)Nc1ccccc1-2 (centres undefined),-13%,-0.6%[9.22 µM],0%,-5%,-2%,-22%,-2%,2%,4%,-11%,-1%
CC(CCc1ccccc1)NCc1ccncc1 (centres undefined),-5%,0.2%,1%,-3%,2%,-8%,1%,11%,-8%,3%,2%
Cn1nnnc1SCC(=O)N(C1CCCCC1)C1CCCCC1,4%,0.4%[57.5 µM],-10%,-1%,0%,3%,-1%,-4%,-13%,-1%,1%
Cc1ccc2c(C)nc(NC3=NCN(Cc4ccccc4)CN3)nc2c1,-1%,1.7%,4%,-4%,3%,6%,-15%,10%,5%,-13%,5%
CC(C)(C)c1ccc(C(=O)N2CCC(C(=O)NCC3CCCO3)CC2)cc1 (centres undefined),10%,-0.1%,-3%,-3%,0%,-9%,10%,1%,6%,-10%,-3%

# Of the compounds above, two contain a Cl atom.
SMILES,ALOX15 inhib,HBB splice mod,DNA Pol III inh,Hsp90 Hop PPI,Epigenetic mod,Tau fil binding,CRE Fsk mod,HADH2 inh,ERK AVP block,UbGFP stabilizer,Luciferase inh
CCOC(=O)c1[nH]c(C)c(C(=O)NCc2ccc(Cl)cc2)c1C,-13%,-1.3%,1%,-2%,-1%,20%,18%,1%,-2%,1%,-2%
O=C(NCCc1ccc2c(c1)OCO2)C1CCN(S(=O)(=O)c2ccc(Cl)cc2)CC1,0%,-6.0%,-9%,0%,-1%,-11%,u,5%,19%,-2%,4%

# (list continues)
SMILES,ALOX15 inhib,HBB splice mod,DNA Pol III inh,Hsp90 Hop PPI,Epigenetic mod,Tau fil binding,CRE Fsk mod,HADH2 inh,ERK AVP block,UbGFP stabilizer,Luciferase inh
COc1cccc(Nc2ncc3nc(-c4cc(F)cc(F)c4)c(=O)n(CCC#N)c3n2)c1,0%,u,3%,-8%,5%[9.22 µM],0.79µM*,u,11%,-1%,4%,2%[11.4 µM]
C=CCn1c(C(C)NC(=O)CCC)nc2ccccc21 (centres undefined),6%,-0.6%,-5%,3%,0%,-2%,-3%,6%,10%,-2%,0%
Cc1ccc(-n2c3c(cc(C(=O)O)c2=O)C(=O)CC(C)(C)C3)cc1,10%,-0.3%[57.5 µM],-2%,-3%,-1%,1%,-6%,-3%,4%,5%,3%
Nc1nc(-c2ccccc2)cc(N2CCCCC2)n1,-20%,0.0%,-9%,-8%,0%,25µM*,u,u,-4%,4%,1%
CCOc1ccc(Nc2nc(Cc3nnc(SCC(=O)O)o3)cs2)cc1,-24%,-0.1%[57.5 µM],-4%,-9%,0%,-6%,-4%,-11%,-10%,6%,u
COc1ccccc1-n1c(SCC(=O)Nc2ccccc2C)nc(O)cc1=O,-8%[11.4 µM],-3.0%[0.0738 µM],2%[11.4 µM],-6%[11 µM],0%,8%[11.4 µM],u,-14%[11.4 µM],1%,7%[9.17 µM],1%
